NS5 inhibitors – Dengue-2 NS5 methyltransferase inhibitors, primary screen, biochemical, confirmation dose response (AID 588689); 340,000 compounds, 0.3% hits; Dengue-2 NS5 methyltransferase capping enzyme assay, biochemical; higher % means a stronger effect; inhibition, % at 25 µM; hits with a dose series show IC50 in µM; in the data active = a potency from the dose series; inconclusive = inhibition above about 29% without an active follow-up result
NTR1 ag – NTR1-driven beta-arrestin-GFP spot formation – imaging, U2OS cells, high content, primary screen (AID 493036); P30989; agonist mode; activation, % at 20 µM; 330,000 compounds, 0.17% hits;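 active = activation at or above 40% of the spot to cytoplasm intensity ratio, with at least 20 cells analyzed; inconclusive = wells under 20 cells, flagged as cytotoxic or low count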;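 note: 0% = DMSO without peptide and 100% = 100 nM NTR1 peptide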
Target sequence (P30989 whole entry, looked up): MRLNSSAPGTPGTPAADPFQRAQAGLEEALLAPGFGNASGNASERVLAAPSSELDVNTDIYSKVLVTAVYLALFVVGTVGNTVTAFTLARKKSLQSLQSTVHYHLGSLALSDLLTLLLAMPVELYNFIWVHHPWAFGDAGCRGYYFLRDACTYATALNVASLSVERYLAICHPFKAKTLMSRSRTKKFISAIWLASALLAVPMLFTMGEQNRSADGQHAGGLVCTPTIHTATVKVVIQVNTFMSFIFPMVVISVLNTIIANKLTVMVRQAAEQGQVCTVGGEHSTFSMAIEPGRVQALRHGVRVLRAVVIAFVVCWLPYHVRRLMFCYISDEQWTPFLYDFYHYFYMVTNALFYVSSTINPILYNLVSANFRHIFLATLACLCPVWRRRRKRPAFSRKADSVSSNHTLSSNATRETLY
Large T inhibition – SV40 large T antigen inhibitors, biochemical (AID 1903) | 310,000 compounds, 0.39% hits | inhibition, % at 20 µM, or IC50 in µM where a hit was titrated | SV40 large T antigen ATPase/helicase inhibition assay; higher % means a stronger effect; in the data active = a potency from the dose series; inconclusive = inhibition mostly from about 32% at the one dose, without a potency; inactive = the rest, 99 in 100 with inhibition below about 32%; note: strong numbers were not always called active
Rac1 GTP hydrolysis – MgcRacGAP GTPase-activating activity inhibitors, confirmation, biochemical, ADP Hunter fluorescence; MgcRacGAP-stimulated Rac1 GTP hydrolysis, ADP Hunter fluorescence; higher % means a stronger effect; GST-tagged Rac1 F28L mutant substrate; 340,000 compounds, 0.6% hits; inhibition, % at 30 µM; hits with a dose series show IC50 in µM;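 active = first-screen hits whose inhibition reached a set limit at any dose in the follow-up dose series; inconclusive = inhibition above the set first-screen limit but never retested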;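 note: fluorescence reports GDP produced by GAP-driven GTP hydrolysis; strong numbers were not always called active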
SIAH1 antagonists – Siah-1 peptide-binding antagonists, primary screen, biochemical, fluorescence polarization, rhodamine-plectin, uHTS (AID 1817) | Siah-1 / rhodamine-plectin peptide fluorescence polarization; higher % means a stronger effect | displacement, % at 20 µM, or IC50 in µM where a hit was titrated | 290,000 compounds, 0.02% hits;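 active = displacement of at least 50% at 20 µM, with a fluorescence ratio check between 0.3 and a set limit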;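 note: plate controls were Siah plus tracer with DMSO for no effect and tracer alone without Siah for full effect; strong numbers were not always called active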
AID2073 – inhibitors of Mint1-CaV2.2 protein interaction, biochemical, HTRF (AID 2073) | 290,000 compounds, 0.19% hits | HTRF protein-protein interaction, Mint1-CaV2.2; higher % means a stronger effect | one-dose inhibition, % at 20 µM; IC50 in µM for titrated hits; in the data active = inhibition mostly above about 51%, no sharp cut-off; inconclusive = no clear call, values can overlap the other calls; inactive = mostly below about 53%; note: some results filed as inactive read as strong as hits
West Nile antiviral – inhibition of WNV-induced cytopathic effect – cell-based, CPE readout (AID 1621); West Nile virus-infected cells, CPE inhibition; higher % means a stronger effect; 290,000 compounds, 0.02% hits; CPE inhibition, % at 10 µM, or IC50 in µM where a hit was titrated; in the data active = a potency from the dose series; inconclusive = CPE inhibition mostly from about 3.7% at the one dose, without a potency; inactive = the rest, 99 in 100 with CPE inhibition below about 2.2%; note: strong numbers were not always called active
UTI89 phage lysis – inhibition of K1F phage lysis, E. coli UTI89, bacterial capsule biogenesis inhibitors, alamar blue (AID 488966); E. coli UTI89 K1F phage lysis, alamar blue, 2 h; higher % means a stronger effect; one-dose inhibition, % at 100 µM; IC50 in µM for titrated hits; 340,000 compounds, 0.02% hits;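 active = phage lysis inhibition, versus mean bacterial control, above a set limit; inconclusive = no clear call, values can overlap the other calls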;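 note: capsule biogenesis inhibitors block K1F phage lysis so surviving cells raise fluorescence; higher fluorescence means more inhibition of phage lysis; actives were called in the ten point dose series up to 300 µM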
RSV CPE inhibition – RSV antiviral activity via CPE protection, HEp-2 cells, primary 10 µM value included (AID 2391); HEp-2 cells, RSV-induced CPE inhibition; higher % means a stronger effect; one-dose CPE inhibition, % at 10 µM; IC50 in µM for titrated hits; 310,000 compounds, 0.13% hits; in the data active = a potency from the dose series; inconclusive = CPE inhibition mostly from about 23% at the one dose, without a potency; inactive = the rest, 99 in 100 with CPE inhibition below about 21%; note: strong numbers were not always called active
NTR1 ag cell count 20 µM – recorded beside NTR1 ag, whose call it bears; cell count; measured here: cell count, cytotoxicity flag
NS5 inhibitors pilot replicate – recorded beside NS5 inhibitors, whose call it bears; inhibition, %; measured here: pilot screen replicate inhibition
Active calls of the source: *; i = inactive; ? = inconclusive; / = not tested or not shown; [ ] = dose if it differs, or a comment.

SMILES | NS5 inhibitors | NTR1 ag | NTR1 ag cell count 20 µM | Large T inhibition | Rac1 GTP hydrolysis | SIAH1 antagonists | AID2073 | West Nile antiviral | UTI89 phage lysis | RSV CPE inhibition | others
Cn1c(N)c(C(=O)CSc2nc3ccccc3c(=O)n2CCCN2CCOCC2)c(=O)n(C)c1=O | 2% | 2.2 | 38 | 3% | 4% | 8% | 3% | 14% | -0.2% | -3.6%
Cc1nc(-c2cccc(C(F)(F)F)c2)sc1C(=O)O | 4% | -0.4 | 82 | 4% | 11% | 4% | -2% | 0.6% | 0.1% | 2.4%
CC(Sc1nnnn1-c1ccccc1)C(=O)Nc1ccc(N2CCN(C)CC2)cc1 (stereo not drawn) | -3% | -0.1 | 52 | -2% | 11% | -2% | 11% | 0.1% | 0.6% | -3.4%
COc1cc2c(C)nc(C)c(C#N)c2cc1OC | -4% | -0.8 | 62 | 21% | 5% | 4% | 2% | -0.2% | -1.1% | 6.7%
N#CC1=C(SCC(=O)Nc2nccs2)NC(=O)CC1c1ccccc1 (stereo not drawn) | -1% | 1.4 | 48 | 19% | 3% | -4% | 5% | 0.2% | 1.7% | 0.1%
CCN(CC)c1ccc(NC(=O)CSc2nc3ccccc3c(=O)[nH]2)cc1 | 5% | 0.1 | 58 | 22% | 12% | 1% | -8% | 0.3% | 0.0% | 8.3%
CCOC(=O)CCN(c1ccccc1)S(=O)(=O)c1ccc(-c2ccc(=O)[nH]n2)s1 | -11% | -0.4 | 74 | 7% | -18% | 0% | 0% | -0.3% | -0.3% | 2.2%
O=C1SC(SCc2ccccc2)=N/C1=C\c1ccco1 | -14% | 1.5 | 48 | 46% | 9% | 0% | 4% | 0.2% | -5.5% | -1.1%
CCN(CC(=O)NCc1ccc(Cl)cc1)C(=O)c1oc2ccccc2c1C | -3% | 0.4 | 39 | 3% | 7% | 4% | 8% | -0.6% | -0.3% | 4.3%
COc1ncc(-c2ccc3c(c2)S(=O)(=O)c2cccc(C(=O)O)c2C3=O)cn1 | 1% | 2.0 | 60 | / | 4% | / | / | / | 1.0% | 2.5%
CN1CCN(C(=O)c2cccc(-c3cc(O)c4ncccc4c3)c2)CC1 | -11% | 0.0 | 52 | / | -6% | / | / | / | -0.7% | /
CCOC(=O)/C(C#N)=C/c1c(N2CCN(Cc3ccc4c(c3)OCO4)CC2)nc2c(C)cccn2c1=O | / | 3.7 | 41 | 6% | / | 4% | 13% | -0.8% | / | 12%
Cc1ccccc1C(=O)NC(CC(C)C)C(=O)OCc1cc(=O)n2cc(Br)ccc2n1 (stereo not drawn) | -1% | 0.4 | 44 | 3% | -2% | 0% | 10% | 0.0% | 3.3% | 0.6%
Cc1ccc(S(=O)(=O)NC2=NCN(Cc3cccnc3)CN2)cc1 | -6% | -0.2 | 80 | 12% | -2% | 0% | -4% | 0.5% | -0.4% | 0.9% | NS5 inhibitors pilot replicate=-4.6
CCC1CCCCN1C(=S)NC(=O)c1ccc(F)c(S(=O)(=O)N2CCOCC2)c1 (stereo not drawn) | 1% | -0.4 | 51 | 1% | 0% | 2% | 1% | 0.4% | -0.1% | -1.4%
Cc1cccc(NS(=O)(=O)c2cccc(C(=O)NCC(c3ccco3)N3CCCCC3)c2)c1 (stereo not drawn) | -4% | 2.0 | 52 | 24% | 5% | / | / | / | -1.2% | 0.3%
COc1cccc(CNC(=O)Cc2ccc(S(=O)(=O)N3CCOCC3)s2)c1 | -6% | -0.6 | 59 | 14% | 2% | / | / | / | 0.6%[50 µM] | -2.2%
Cc1c(C(=O)Nc2ccncc2)oc2c1C(=O)CC(C)(C)C2 | -9% | 0.7 | 59 | 10% | -2% | 3% | 0% | -0.9% | 6.7% | -1.4%
CN(C)CC(CCCCC(CN(C)C)C(=O)c1ccccc1)C(=O)c1ccccc1 (stereo not drawn) | -1% | 0.8 | 77 | / | 4% | 3% | -6% | 0.5% | 0.5% | -0.2%
CC1(C)Cc2cccc(OCC(=O)N3CCN(c4ccc(F)cc4)CC3)c2O1 | -2% | 0.6 | 75 | 12% | 2% | / | / | / | 3.5%[50 µM] | -1.9%
Cc1oc(-c2ccccc2)nc1CS(=O)CC(=O)NC1CCCCCC1 (stereo not drawn) | -3% | 0.0 | 56 | 7% | 5% | 0% | 21% | 0.8% | 0.0% | 2.4%
CCOc1ccc(S(=O)(=O)N2CCN(S(=O)(=O)c3ccc(C)c(C)c3)CC2)cc1 | -7% | -0.2 | 68 | / | -13% | 0% | 8% | 0.1% | 0.1% | /
CCCCOC(=O)c1ccc(NC(=O)/C=C/c2cccs2)cc1 | -8% | 12 | 79 | -2% | -7% | 1% | -4% | -0.2% | 0.0%[50 µM] | 1.5%
CC(=O)C1=C(O)C(=O)N(c2ccc(S(N)(=O)=O)cc2)C1c1ccccc1F (stereo not drawn) | 10% | -0.2 | 61 | 1% | -2% | 2% | 12% | -0.1% | -0.3% | 0.5%
C=CCn1c(COc2ccc(F)cc2)nnc1SCC(=O)NC1CCCC1 | 6% | 0.0 | 69 | 8% | 11% | / | / | / | 1.9%[50 µM] | -1.4%

Pulled by compound from above (2):
SMILES | NS5 inhibitors | NTR1 ag | NTR1 ag cell count 20 µM | Large T inhibition | Rac1 GTP hydrolysis | SIAH1 antagonists | AID2073 | West Nile antiviral | UTI89 phage lysis | RSV CPE inhibition | others
CCOC(=O)CCN(c1ccccc1)S(=O)(=O)c1ccc(-c2ccc(=O)[nH]n2)s1 | -11% | -0.4 | 74 | 7% | -18% | 0% | 0% | -0.3% | -0.3% | 2.2%
CCOc1ccc(S(=O)(=O)N2CCN(S(=O)(=O)c3ccc(C)c(C)c3)CC2)cc1 | -7% | -0.2 | 68 | / | -13% | 0% | 8% | 0.1% | 0.1% | /

New compounds follow:
SMILES | NS5 inhibitors | NTR1 ag | NTR1 ag cell count 20 µM | Large T inhibition | Rac1 GTP hydrolysis | SIAH1 antagonists | AID2073 | West Nile antiviral | UTI89 phage lysis | RSV CPE inhibition | others
O=C(CN1CCOCC1)Nc1ccccc1Cl | -3% | 0.5 | 56 | 9% | 5% | -1% | 1% | -0.1% | 0.1% | -0.3%
CCCCOc1ccc(C(=O)N2CCCC2)cc1 | -1% | -0.5 | 75 | -1% | 7% | -6% | 9% | -0.2% | 7.6% | /
Brc1c(CSc2nc3ccccc3o2)nc2ncccn12 | -5% | -1.5 | 97 | 12% | 8% | 0% | 41% | -0.3% | i | ?
Cc1cccc(NC(=O)c2ccc(S(=O)(=O)N3CC(C)OC(C)C3)cc2)n1 (stereo not drawn) | 1% | 2.4 | 46 | 11% | 3% | / | / | / | 0.9%[50 µM] | 9.2%
O=C(NC(=S)NC1CCCC1)c1ccccc1Br | -5% | 0.8 | 45 | 4% | 6% | 0% | -2% | -1.1% | 6.7% | 1.0%
COc1ccc(-n2cnc3cc(NS(=O)(=O)c4ccccc4)ccc32)cc1 | 0% | 2.7 | 54 | 0% | 7% | 0% | 5% | -0.1% | 0.2% | 0.7%
Cc1ccccc1CN(C)CCc1ccccn1 | -3% | 0.0 | 50 | 3% | 123µM* | 3% | ? | -0.1% | -0.5% | 0.9%
CC1CCN(S(=O)(=O)N2CCC(C(=O)NC3CCCC3)CC2)CC1 | -5% | -1.2 | 40 | 23% | 2% | -7% | -8% | -0.1% | 15% | 0.6%
Cc1ccc(S(=O)(=O)NC(=O)Nc2ccc(OC(F)F)cc2)cc1 | / | -0.5 | 57 | 3% | / | -5% | -11% | 0.0% | / | 3.5%
Cn1ncc(Br)c1NC(=O)Nc1ccc(OC(F)(F)F)cc1 | 7% | -0.1 | 37 | -2% | 14% | -1% | -9% | -0.4% | 0.6% | 9.1%
CN(C)S(=O)(=O)c1cccc(NC(=O)COc2ccccc2C(=O)NCc2ccccc2)c1 | -7% | 1.8 | 31 | / | 5% | / | / | / | -1.2% | /
Nc1scc(-c2ccncc2)c1Cl | -8% | 0.4 | 44 | 4% | 17% | -3% | 0% | 0.0% | -0.4% | 3.7%
COC(CNC(=O)c1cc(-c2ccncc2)nc2ccc(S(=O)(=O)N3CCOCC3)cc12)OC | -3% | 1.0 | 40 | 10% | 0% | 1% | 3% | 0.3% | -1.3% | 0.6%
COc1ccc(/C=N/NC(=O)c2c(C)nnn2-c2nonc2N)cc1OC | -15% | 1.3 | 47 | 5% | 7% | 3% | 42% | -0.1% | 0.2% | -2.2%
Fc1ccc(Br)cc1C1C=C(c2ccc(Br)s2)Nc2ncnn21 (stereo not drawn) | 0% | 2.2 | 52 | 8% | 7% | 3% | 21% | -0.7% | 0.1% | 8.2%
CCn1c(=O)c2sccc2n2c(CCCC(=O)NC3CCN(Cc4ccccc4)CC3)nnc12 | -1% | 1.4 | 64 | 7% | 11% | 8% | 7% | -0.1% | 0.1% | 0.0%
O=C(NCCc1ccccc1)C1=CCN(S(=O)(=O)c2ccccc2)CC1 | -7% | 0.1 | 53 | 15% | 2% | -2% | 0% | 0.1% | 0.2% | 1.1%
O=C1C=C(c2ccc3[nH]ccc3c2)C[C@@H](c2ccc(F)cc2)C1 | -6% | 8.9 | 34 | / | 6% | / | / | / | 1.5% | 18%
CCc1cc2cc(C)c(C)cc2nc1SCC(=O)NNC(=O)c1ccco1 | 2% | 6.5 | 56 | 28% | 3% | 5% | -1% | 0.2% | 3.1% | 0.9%
COc1ccc(C(=O)NNC(=O)C(=O)NC2CCCCC2)cc1 | -6% | -1.8 | 53 | 11% | 7% | 4% | 8% | -0.3% | 0.2% | 1.8%
CNC(=O)C(=O)Nc1c(C)cc(C)cc1C | -1% | 1.9 | 55 | -2% | 2% | -3% | -1% | -0.4% | 2.1% | 1.3%
CC(C)(C)OC(=O)NCCCCCC(=O)N/N=C/c1coc2ccccc2c1=O | -7% | -0.2 | 47 | 11% | 1% | 5% | -11% | -0.2% | -0.2% | /
CN(C)CCCN(C(=O)c1ccc(S(=O)(=O)N2CCc3ccccc32)cc1)c1nc2c(Cl)cccc2s1 | -5% | 0.7 | 59 | 5% | 4% | -2% | 6% | 0.9% | 0.2% | 4.5%
c1csc(-c2csc3nc(CN4CCOCC4)nc(NCc4ccc5c(c4)OCO5)c23)c1 | -1% | 8.2 | 92 | 11% | 7% | 2% | 13% | -0.3% | 5.5% | 5.7%
Cc1cc2sc3nc(=O)n(-c4ccccc4)c(=O)n3c2cc1C | 2% | 7.1 | 53 | 7% | 16% | 12% | 8% | 0.0% | -0.5% | 2.7%
CCN1CCN(CC(O)COc2ccc(C(C)=O)cc2)CC1 (stereo not drawn) | -7% | -0.7 | 62 | -2% | 6% | 4% | -8% | -0.1% | 5.9% | -0.4%
CCCCn1c(N)c(N(CCOC)C(=O)c2cc(-c3ccco3)nc3ccccc23)c(=O)[nH]c1=O | 4% | 0.8 | 46 | 29% | 8% | / | / | / | 0.3%[50 µM] | 0.0%

High-throughput results (PubChem BioAssay)
